Screening results from PubChem BioAssay.
FLuc modulator = inhibits or activates purified firefly luciferase, miR-21 counter-screen; P08659; purified FLuc, Km substrates, luminescence inhibition; Potency, µM (doses to about 57.5 µM), without a hit: at the top dose activity change, negative = inhibition, hits mostly inhibitors; 360,000 tested, 6.9% active; AID 588342;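 note: potency is the fitted concentration of half-maximal effect; plate controls were vehicle for no effect and reference inhibitor for full effect; nearly all actives have a fitted effect of over 55% in size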
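Purified P. pyralis luciferase (10nM final) with 10uM D-luciferin and 10uM ATP (Km levels) in 50mM Tris acetate pH 7.5, 10mM Mg acetate, 0.01% Tween-20, 0.05% BSA; qHTS 6-point titration, ~60 µM downward; luminescence read.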
RORg inh = blocks mouse ROR gamma transcriptional activity; AID 2551; Drosophila S2 Gal4-RORgamma UAS-luciferase reporter, 20 h; 310,000 tested, 5.4% active; P51450; Potency, µM (series often up to 53.6 µM), for inactives: top-dose activity change, negative = inhibition, usual class: inhibitors; note: potency is the fitted concentration of half-maximal effect; % is set by controls: 0 for no effect and ±100 for the full control effect; nearly all actives have a fitted effect of over 60% in size
Target sequence (P51450 whole entry, looked up, the tested form may be a part): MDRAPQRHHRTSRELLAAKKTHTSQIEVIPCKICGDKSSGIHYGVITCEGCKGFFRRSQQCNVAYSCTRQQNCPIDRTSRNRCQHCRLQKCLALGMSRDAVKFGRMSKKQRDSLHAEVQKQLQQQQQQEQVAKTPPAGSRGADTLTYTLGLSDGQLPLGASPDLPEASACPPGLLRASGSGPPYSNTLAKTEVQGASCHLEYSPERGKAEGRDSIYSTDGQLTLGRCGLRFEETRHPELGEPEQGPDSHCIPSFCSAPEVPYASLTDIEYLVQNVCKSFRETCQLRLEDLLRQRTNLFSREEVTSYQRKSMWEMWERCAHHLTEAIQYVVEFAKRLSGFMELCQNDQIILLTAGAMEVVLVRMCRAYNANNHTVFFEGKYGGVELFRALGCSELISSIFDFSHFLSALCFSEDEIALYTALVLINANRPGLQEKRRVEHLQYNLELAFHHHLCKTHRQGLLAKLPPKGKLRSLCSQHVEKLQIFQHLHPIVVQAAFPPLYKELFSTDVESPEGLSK
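Compounds are pin-transferred onto Drosophila Schneider cells expressing a copper-inducible Gal4–ROR gamma transactivation domain fusion. After 1 hr, copper sulfate is added to 700 uM final; luciferase is read 20 hr later.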
VP16 counter = counter-screen for ROR gamma inhibitors: Gal4-VP16 reporter | Potency, µM (doses to about 53.6 µM), for inactives: at the top dose activity, negative = inhibition, usual class: inhibitors | 310,000 tested, 3.5% active | Drosophila S2 Gal4-VP16 UAS-luciferase, luminescence, 20 h;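 note: Gal4-VP16 expression switched on by copper sulfate through the metallothionein promoter; potency is the fitted concentration of half-maximal effect; % is set by controls: 0 for no effect and ±100 for the full control effect; nearly all actives have a fitted effect of over 50% in size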
NPC1 promoter act = NPC1 promoter activation; Huh7 NPC1 promoter luciferase reporter, 24 h; Potency, µM (doses to about 9.22 µM), without a hit: top-dose activation, actives largely listed as activators; 320,000 tested, 2.4% active; AID 485313;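 note: potency is the fitted concentration of half-maximal effect; % of control where 0% means no effect; nearly all actives have a fitted effect of over 60% in size; reporter is driven by a mutant NPC1 promoter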
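Huh7 reporter cells (NPC1 promoter driving luciferase) are dosed with compound for 24 h at 37 °C, 5% CO2; luciferase detection reagent is then added and luminescence measured after 10 min at ambient temperature.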
p53 reactivation = mutant p53 re-activation in reporter cells | H1299 p53-A138V BP100-luciferase reporter, luminescence, 24 h | Potency, µM (titrated, usually from 92.2 µM), inactives show at the highest dose activity change, positive = activation, usual class: activators | 320,000 tested, 0.063% active; note: potency is the fitted concentration of half-maximal effect; % of control where 0% means no effect; nearly all actives have a fitted effect of over 45% in size
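p53-null H1299 cells stably carrying temperature-sensitive p53-A138V and a BP100-luciferase reporter were pinned with compounds (4-point, 1:5 series) and held 24 hrs at 37 deg C. Luminescence was read 10 min after detection reagent.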
Rab9 prom act = activators of Rab9 promoter. Huh7 Rab9 promoter-luciferase reporter, luminescence, 24 h. Potency, µM (top dose mostly 9.22 µM), for the others: at the top dose activation, negative = inhibition, actives largely listed as activators. 320,000 tested, 2.8% active. AID 485297; note: potency is the fitted concentration of half-maximal effect; % of control where 0% means no effect; nearly all actives have a fitted effect of over 60% in size
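Huh7 cells stably carrying a Rab9 promoter-luciferase reporter, 1500 cells per well in OP-MEM I with 10% FBS, treated with compound 24 hours at 37C. Luciferase activity read by luminescence after 10 minutes with Amplite reagent.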
TRPV1 agonist = human TRPV1 agonism. Q8NER1. TRPV1-expressing cells, Fluo-8 calcium influx, agonist mode. activation, % at 8.33 µM. 320,000 tested, 0.19% active. AID 540275; in the data active = activation above about 80%; inconclusive = between about 30% and that limit; note: 0% is about no effect
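TRPV1-expressing cells were cultured overnight at 35.5C and loaded with Fluo-8 calcium dye for 40 to 90 min at room temperature. After a 10 s baseline, compound was added and calcium influx was read kinetically for 3 min (ex 480/em 520 nm).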
ELG1 DNA repair = ELG1-dependent DNA repair inhibition. HEK293T ELG1-luciferase reporter, luminescence, 16 h; DNA damage induced by 5-fluorouridine. Potency, µM (top dose mostly 46.1 µM), inactives show at the top dose activity change, negative = inhibition, usual class: inhibitors. 330,000 tested, 2.3% active; note: potency is the fitted concentration of half-maximal effect; % is set by controls: 0 for no effect and ±100 for the full control effect; nearly all actives have a fitted effect of over 55% in size
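Overnight (16 hr) co-exposure of 2,000 cells/well to 5-fluorouridine and compound at 37 °C preceded detection. Luciferase was quantified via ONE-Glo luminescence; loss of signal denotes inhibition.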
ELG1 genotox = genotoxicity induction in ELG1-luciferase HEK293T cells. Potency, µM (top dose mostly 46 µM), without a hit: top-dose activity change, positive = activation, actives largely listed as activators. 330,000 tested, 1.3% active. HEK293T ELG1-luciferase reporter, luminescence, 16 h; note: potency is the fitted concentration of half-maximal effect; % of control where 0% means no effect; nearly all actives have a fitted effect of over 60% in size
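Genotoxic stress is detected as increased luminescence from luciferase-tagged ELG1 in HEK293T cells, measured with ONE-Glo after a 16 hr treatment at 37 °C.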
BRCA1 expr act = increases BRCA1 expression. Potency, µM (doses to about 46.1 µM), for the others: at the highest dose activation, most hits filed as activators. MCF7-BRCA1-FFLuc reporter, luminescence, 48 h; response scale: scaled: vehicle 0%, 10 µM genistein 100%. AID 624202. 380,000 tested, 1.1% active; note: potency is the fitted concentration of half-maximal effect; nearly all actives have a fitted effect of over 80% in size; some results filed as inactive show a strong effect at the top dose
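Reporter cells (MCF7, BRCA1 promoter-firefly luciferase) received library compounds across a concentration series for 48 h. End-point luminescence was measured and concentration-effect curves derived after normalization.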
Tb PFK block = T. brucei PFK enzyme inhibition; O15648; 330,000 tested, 0.17% active; AID 485367; Potency, µM (top dose mostly 57.5 µM), for inactives: at the top dose activity, negative = inhibition, most hits filed as inhibitors; T. brucei PFK, ADP-Glo luminescence;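 note: potency is the fitted concentration of half-maximal effect; 0% = uninhibited 1x PFK enzyme wells and -100% = no-enzyme wells; nearly all actives have a fitted effect of over 60% in size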
Target sequence (O15648 whole entry, looked up): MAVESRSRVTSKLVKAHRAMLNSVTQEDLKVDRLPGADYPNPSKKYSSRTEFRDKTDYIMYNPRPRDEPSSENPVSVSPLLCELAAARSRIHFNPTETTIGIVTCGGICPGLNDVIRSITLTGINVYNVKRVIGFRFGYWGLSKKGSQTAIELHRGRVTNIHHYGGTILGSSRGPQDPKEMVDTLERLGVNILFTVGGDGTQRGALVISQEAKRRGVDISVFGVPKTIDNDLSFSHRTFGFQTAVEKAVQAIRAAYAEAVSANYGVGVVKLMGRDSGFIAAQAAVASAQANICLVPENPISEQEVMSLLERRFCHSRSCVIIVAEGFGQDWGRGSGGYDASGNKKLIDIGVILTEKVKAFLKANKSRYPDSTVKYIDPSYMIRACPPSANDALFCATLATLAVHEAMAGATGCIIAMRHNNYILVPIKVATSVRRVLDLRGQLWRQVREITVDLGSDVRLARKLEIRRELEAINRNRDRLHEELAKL
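Luminescent ADP detection (ADP-Glo, two-step: ATP depletion then ADP-to-ATP conversion for luciferase) reported PFK activity after 45 min room-temperature reaction of 1.25 nM enzyme with 0.5 mM F6P and 0.1 mM ATP at pH 8.0.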
Starred values were filed as active, the others as inactive; ? = inconclusive; · = no result given; [ ] = remark or other dose. Unless noted, calls come from the whole dose curve; as a rule, active = well fitted curve in the direction sought with a large enough effect; inconclusive = small, poorly fitted or top-dose-only effect, or another doubt; inactive = no such curve, though single readings can be large; an effect the other way counts as inactive or inconclusive.

Second line of a record – FLuc modulator	RORg inh	NPC1 promoter act	ELG1 DNA repair	Tb PFK block	Rab9 prom act	VP16 counter	TRPV1 agonist	BRCA1 expr act	p53 reactivation	ELG1 genotox
- COc1cccc(/C=N/NC(=O)c2c(-c3ccccc3)noc2C)c1O
  -18%	0.35µM*	-33%[inhibitor]	?	-4%	-41%[inhibitor]	2µM*	-3	-83%	4%	5%
- OCCCNc1c2c(nc3cc(-c4ccc(Cl)cc4)nn13)CCC2
  12µM*	-22%	0%	-13%	0%	0%	-10%	20	49%	3%	5%
- COC(=O)c1ccccc1NC(=O)CSc1nnc(-c2cccnc2)o1
  -5%	27%	24%	?	2%	21%	-5%	6	-2%	?	28%
- COc1ccccc1/C=C(/C(=O)OCC(=O)Nc1cc(C)ccc1C)c1ccccc1
  2%	-2%[10 µM]	-3%	-29%	2%	1%	-5%	-5	-13%	0%	-8%
- O=C(O)c1cc2c(cc1NC(=O)c1ccccc1C(F)(F)F)OCCCO2
  -15%	15%	2%	6%	0%	0%	-3%	-1	-11%	18%	0%
- CCOC(=O)C(Cc1ccccc1)C(=O)Nc1nccs1 (centres undefined)
  0%	-8%	1%	?	-7%	-1%	-6%	3	-1%	6%	-2%
- COc1cccc(C2=NOC(C(=O)NCCCn3ccnc3)C2)c1 (centres undefined)
  -3%	15%	5%	?	-5%	-7%	-8%	1	-19%	3%	0%
- COc1ccc(CC(=O)OCC(=O)NCc2ccccc2Cl)cc1OC
  1%	1%	10%	-1%	-2%	8%	-1%	?	-9%	3%	4%
- O=S1(=O)NC2CCCCCN2c2ccc(F)cc21 (centres undefined)
  1%	-14%	2%	-4%	-1%	1%	1%	-4	4%	-3%	-2%
- CC1CC(C)CN(S(=O)(=O)c2ccc(NC(=O)[C@@H]3CCCN3C(=O)c3cccs3)cc2)C1 (some centres undefined)
  2%	·	-2%	8%	1%	-2%	·	3	-10%	2%	0%
- COc1ccc(OC)c(-n2cnc3cc(C(=O)O)ccc32)c1
  0%	-2%	-3%	5%	-1%	2%	2%	1	-2%	-4%	-1%
- N#CCC(=O)N/N=C/c1cn(Cc2ccccc2C#N)c2ccccc12
  0%	-14%	-4%	17%	0%	0%	-10%	·	-4%	1%	-3%
- COCCCNC(=O)COc1ccc(S(=O)(=O)Nc2ccccc2)cc1
  0%	0%	-1%	-15%	-1%	1%	-1%	-2	-4%	-1%	-1%
- CCc1ccc(C(=O)CN2C(=O)NC3(CCCCCC3)C2=O)cc1
  ?	·	27%	?	-3%	?	·	-4	86%	20%	17%
- O=C(CN1C(=O)COc2ccccc21)N1CCc2ccccc2C1
  1%	-30%	-1%	9%	-3%	-8%	1%	1	-16%	-5%	1%
- COC(=O)c1ccc(/C=N/OCC(=O)NC2CCCCCCC2)cc1
  -18%	?	2%	-21%	-4%	0%	2%	1	-19%	1%	-2%
- CC(=O)N/C(=C\c1ccccc1)C(=O)OC(C)C(=O)NCc1ccccc1 (centres undefined)
  -1%	·	0%	-3%	0%	12%	·	-1	3%	-6%	0%
- Cc1ccccc1-c1nc(CS(=O)CC(=O)NCCCN(C)c2ccccc2)c(C)o1 (centres undefined)
  -2%	18%	0%	0%	0%	-5%	3%	7	-15%	1%	1%
- CN1CC=C2C(C#N)=C(N)C(C#N)(C#N)[C@H](c3cccc(Cl)c3)C2C1 (some centres undefined)
  5%	-4%	1%	3%	-6%	5%	-3%	10	0%	0%	-1%
- CC(C)C(=O)NC(C)C(c1cccs1)N1CCN(C)CC1 (centres undefined)
  2%	-5%	3%	0%	2%	-2%	-2%	4	3%	-5%	-1%

Given tab-delimited: 2 of the compounds above
molecule	FLuc modulator	RORg inh	NPC1 promoter act	ELG1 DNA repair	Tb PFK block	Rab9 prom act	VP16 counter	TRPV1 agonist	BRCA1 expr act	p53 reactivation	ELG1 genotox
COc1ccc(OC)c(-n2cnc3cc(C(=O)O)ccc32)c1	0%	-2%	-3%	5%	-1%	2%	2%	1	-2%	-4%	-1%
CCOC(=O)C(Cc1ccccc1)C(=O)Nc1nccs1 (centres undefined)	0%	-8%	1%	?	-7%	-1%	-6%	3	-1%	6%	-2%

Back to the main list with the three entries that preceded the break.
Second line of a record – FLuc modulator	RORg inh	NPC1 promoter act	ELG1 DNA repair	Tb PFK block	Rab9 prom act	VP16 counter	TRPV1 agonist	BRCA1 expr act	p53 reactivation	ELG1 genotox
- Cc1ccccc1-c1nc(CS(=O)CC(=O)NCCCN(C)c2ccccc2)c(C)o1 (centres undefined)
  -2%	18%	0%	0%	0%	-5%	3%	7	-15%	1%	1%
- CN1CC=C2C(C#N)=C(N)C(C#N)(C#N)[C@H](c3cccc(Cl)c3)C2C1 (some centres undefined)
  5%	-4%	1%	3%	-6%	5%	-3%	10	0%	0%	-1%
- CC(C)C(=O)NC(C)C(c1cccs1)N1CCN(C)CC1 (centres undefined)
  2%	-5%	3%	0%	2%	-2%	-2%	4	3%	-5%	-1%
- CC(=O)c1ccc(NC(=O)CCn2c(=O)oc3ccccc32)cc1
  1%	14%	1%	-8%	-4%	4%	-8%	1	1%	8%	3%
- O=C(NCCN1CCN(c2cccc(Cl)c2)CC1)C1CCCN(S(=O)(=O)c2cnc[nH]2)C1 (centres undefined)
  0%	-25%	0%	-13%	-5%	2%	-8%	-2	-38%	-1%	-4%
- CN(CC(=O)Nc1ccc(F)cc1)C(=O)COC(=O)c1cc([N+](=O)[O-])ccc1N1CCOCC1
  7%	·	-7%	4%	3%	-4%	·	1	-22%	-5%	0%
- Cc1nc2cc(-c3ccccc3)nn2c(C)c1CCC(=O)NC(C)c1ccc2c(c1)OCCO2 (centres undefined)
  -17%	19%	8%	-25%	-5%	-1%	2%	2	-44%	-10%	-1%
- CCOC(=O)c1c(C)[nH]c(C(=O)OCC(=O)NC(C)C)c1C
  ?	-1%	5%	-4%	4%	0%	14%	1	32%	11%	5%
- CCc1nnc(NC(=O)COC(=O)c2cc(OC)cc(OC)c2)s1
  ·	·	·	-1%	-5%	·	·	·	-16%	1%	1%
- COC(=O)C1=C(CSCc2ccco2)NC(=O)NC1c1cc(C)ccc1C (centres undefined)
  -2%	12%	-3%	-22%	-3%	-9%	4%	2	-26%	-6%	-7%
- CN1CCN(/N=C/c2nc(-c3ccccc3)n3ccccc23)CC1
  ?	?	5%	13%	11%	13%	-1%	-1	-10%	-1%	4%
- COc1cc2c(cc1OC)C(c1cccs1)CC(=O)N2 (centres undefined)
  0%	-7%	·	·	·	·	1%	2	10%[1.84 µM]	·	·
- Cc1ccc(-n2cnc3c(sc4nccc(N(C)C)c43)c2=O)cc1
  -3%	24%	21%	10µM*	-5%	9%	-1%	1	?	2%	-15%
- Cc1ccc(NS(=O)(=O)c2cc(C(=O)NCCCN(C)C)ccc2Cl)cc1Cl
  9%	·	-3%	28%	-4%	-4%	·	0	-19%	8%	0%
- O=C(Nc1ccc2c(c1)OCO2)Nc1ccc2c(c1)OCO2
  ?	-14%	1.4µM*	?	2%	1.8µM*	0%	8	?	10%	?
- O=C(OCCN1CCCCC1)c1cccc(Cl)c1
  5%	-21%	-2%	12%	-1%	0%	-12%	-4	17%	·	-4%
- O=C(Cc1cccs1)NC1(C(=O)NC2CCCC2)CCCCC1
  0%	-10%	-32%[inhibitor]	14%	-2%	-1%	2%	5	-8%	-4%	0%
- CC1CCN(C(=O)C2CCCN(S(C)(=O)=O)C2)CC1 (centres undefined)
  4%	1%	-4%	-5%	0%	4%	1%	1	6%	3%	-2%
- Cc1cc(NC(=O)c2ccccc2Cl)no1
  15µM*	-19%	?	?	0%	4µM*	-5%	-3	72%	13%	?
- Cc1nn(-c2ccc(Cl)cc2)c(=O)c2c(C)noc12
  0%	-11%	-1%	16%	-8%	0%	3%	-6	-49%	-3%	0%

A few values from the entries so far:
`O=C(Cc1cccs1)NC1(C(=O)NC2CCCC2)CCCCC1` in BRCA1 expr act is listed with -8%
`CN(CC(=O)Nc1ccc(F)cc1)C(=O)COC(=O)c1cc([N+](=O)[O-])ccc1N1CCOCC1` in BRCA1 expr act is listed with -22%
